BL2 CD40 inh = inhibitors of CD40-induced NF-kB signaling, primary screen, BL2 cells, luciferase reporter, single point; CD40L-induced, 4 h; inhibition, % at 10 µM; 83,000 tested, 0.94% active;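 active means mean inhibition of at least 50% with a set share of replicates also reaching that level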;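 further: 0% = neutral control wells and 100% = IKK inhibitor VII at 50 µM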
The depositor's hits bear a star; [ ] = remark or other dose.

SMILES	BL2 CD40 inh
CCCCCCC(C)n1[nH]c(=O)c2c(C)cc(=O)[nH]c21 (stereo not drawn)	17
O=C(O)c1ccc(Cn2cnc3sc4c(c3c2=O)CCCC4)cc1	3
CC1=CC(C)C(=O)N(C)C(C)=C1 (stereo not drawn)	2
CCCCCCCCCCCCCCCC(O)C[N+](C)(C)CCO (stereo not drawn)	33
CCn1c(C)nc2cc(C#N)ccc21	12
O=C(CCn1cccc1)NC1CCCc2ccccc21 (stereo not drawn)	-3
COc1ccc(-c2csc(-c3ccc(C(=O)O)cc3)n2)cc1	-101
Cc1ccc(NC(=O)C(NCc2ccccn2)c2ccccc2)cc1 (stereo not drawn)	-96
O=C(COC(=O)CNC(=O)c1cccc(Br)c1)Nc1nnc(-c2ccccc2)o1	6
COc1ccc(CCNC(C)=O)cc1	2
O=C(COC(=O)C1CCCO1)Nc1nc(-c2ccc(F)cc2)cs1 (stereo not drawn)	-45
COc1cc(C(N)=O)cc(Br)c1OC	7
CC1Cc2ccccc2C(=O)N1 (stereo not drawn)	12
CC(=O)Nc1ccc(S(=O)(=O)Nc2cccc3[nH]ncc23)cc1	8
CCOC(=O)C1(Cc2cccc(Cl)c2)CCCN(C2CCN(C(C)=O)CC2)C1 (stereo not drawn)	19
Cn1c(NCCN2CCOCC2)nc2c1c(=O)n(Cc1cccc(Cl)c1)c(=O)n2C	5
COc1ccc(Cc2nnc3sc(SCC(=O)Nc4ccccc4)nn3c2=O)cc1OC	-4
O=C(Nc1ccc(N2CCN(C(=O)c3ccco3)CC2)c(Cl)c1)c1cccnc1	-5
CO[C@H](CN(C)S(=O)(=O)c1ccc(C)cc1)[C@@H](C)CN([C@H](C)CO)S(=O)(=O)c1cccc(Cl)c1	6[25 µM]
CCN(Cc1ccccc1)C(=O)Cn1cnc2c1c(=O)n(C)c(=O)n2C	3
O=C(/C=C/c1ccc(S(=O)(=O)N2CCOCC2)cc1)NCCc1ccc(C(F)(F)F)cc1	-5
O=Cc1ccc2c(c1)OCCOCCOCCOCCO2	-5
O=C(O)c1nc2ccccc2nc1C(=O)O	-100
Cc1ccc(C(=O)NCC(=O)NCC(c2ccco2)N2CCCCC2)cc1C (stereo not drawn)	7
CC(C)c1nc2ccccc2n1CCC(=O)O	10
CN(CC(=O)Nc1ccc(Cl)c(C(F)(F)F)c1)C(=O)c1cccs1	3
C(=NOCCc1ccccc1)c1ccncc1	-46
CCC(Cc1ccccc1)NCc1c(C(=O)O)c(C)n(Cc2ccccc2)c1C (stereo not drawn)	7
CC1(c2ccc3c(c2)OCO3)NC(=O)N(CC(=O)Nc2ccccc2)C1=O (stereo not drawn)	-1
Cc1ccc2ccc3cccnc3c2n1	-23
Brc1ccc(-c2noc(-c3ccccn3)n2)o1	-3
COc1ccc2c3c([nH]c2c1)[C@@H](CO)N(S(C)(=O)=O)CC31CCN(CC2CCCC2)CC1	1[25 µM]
CSc1nc2ccc(NC(=O)c3cccs3)cc2s1	-88
O=C(c1ccc(Cl)cc1)C1CCCN(C(=O)/C=C/c2ccccn2)C1 (stereo not drawn)	-2
CCOCCn1c(C(C)O)nc2ccccc21 (stereo not drawn)	6
Cc1nc(-c2cccc(S(=O)(=O)N3CCCCCC3)c2)cs1	5
Cn1ncc(Br)c1NC(=O)c1ccco1	8
COCCNC[C@@H]1[C@H](c2ccccc2)[C@H](CO)N1c1nc(C)c(C)s1	20[25 µM]
CC1(C(=O)NCc2ccco2)Cc2c(-c3cccc(C(F)(F)F)c3)ccnc2O1 (stereo not drawn)	19
CN(C1CCCCC1)S(=O)(=O)c1ccc2c(c1)CCC(=O)N2	-1
Cc1ccc(S(=O)(=O)N2CCCC2C(=O)Nc2nc3ccccc3s2)cc1 (stereo not drawn)	2
Cc1ccc(-c2ccccc2[C@@H]2[C@H](C#N)N(C(=O)c3cccc(F)c3)[C@H]2CO)cc1	19[25 µM]
CC(=O)Nc1cccc(-c2ccnc3c2CC(C(=O)NCc2cccs2)O3)c1 (stereo not drawn)	-10
CCCC(=O)Nc1cc(OC)c(C(=O)OC)cc1Cl	6
O=C1CCc2cc(NS(=O)(=O)c3ccc([N+](=O)[O-])cc3)cc3c2N1CCC3	-13
O=C(/C=C/c1ccco1)OCc1nnc(-c2ccc(Cl)cc2)o1	1
Cc1noc(C)c1S(=O)(=O)N(C)C[C@@H]1OCCCC[C@H](C)Oc2ccc(NC(=O)CCC(F)(F)F)cc2C(=O)N([C@@H](C)CO)C[C@H]1C	-6[25 µM]
CCc1nc2ccccc2n1Cc1ccc(OC)c(OC)c1	5
COCCN(C(=O)c1cc(OC)c(OC)c(OC)c1)c1c(N)n(Cc2ccccc2)c(=O)[nH]c1=O	6
O=C(O)c1cc(Br)ccn1	19
COC(=O)[C@H]1[C@H](CO)[C@H]2Cn3c(ccc(-c4cccc(F)c4)c3=O)[C@H]2N1C(=O)CC1CC1	-3[25 µM]
COc1ccccc1CNC(=O)COC(=O)C1CCN(c2ccc(C(F)(F)F)cn2)CC1	15
O=C(O)Cc1ccc2oc(-c3ccccn3)nc2c1	-23
c1ccc(-c2ccc(C(c3ccccc3)n3ccnc3)cc2)cc1 (stereo not drawn)	11
CCN(CC)C(=O)C[n+]1cccc(C(N)=O)c1	-2
Cc1ccc(S(=O)(=O)N(C)C[C@H]2Oc3cc(C#CC4CCCC4)ccc3S(=O)(=O)N([C@@H](C)CO)C[C@@H]2C)cc1	19[25 µM]
O=C(NCC[C@@H]1CC[C@H](NC(=O)c2ccccc2F)[C@@H](CO)O1)c1cnccn1	-7[25 µM]
CN1CCC(C(=O)N2CCCC(C(=O)c3ccc4c5c(cccc35)CC4)C2)CC1 (stereo not drawn)	12
O=C(COc1ccc(F)cc1Br)NCC1(N2CCOCC2)CCCCC1	-1
COc1ccc(OC)c(S(=O)(=O)Nc2cc3c4c(c2)CCN4C(=O)CC3)c1	1

New compounds follow.
SMILES	BL2 CD40 inh
O=C(NNS(=O)(=O)c1ccccc1)c1csc(-c2cccnc2)n1	9
Cc1ccc2nc(NC(=O)C3CC(=O)N(Cc4ccco4)C3)sc2c1 (stereo not drawn)	-2
CCC(CC)C(=O)Nc1cc([N+](=O)[O-])ccc1Cl	3
CCOc1ccc(S(=O)(=O)N2CCCC(C(=O)NCC3CCCO3)C2)cc1Cl (stereo not drawn)	9
Cc1nn2c(-c3cccnc3)ccnc2c1-c1ccccc1	-67
COC(=O)c1nn(-c2ccc(C)cc2)ccc1=O	3
O=C(Nc1cc(S(=O)(=O)N2CCOCC2)ccc1Oc1ccc(F)cc1)C1=COCCO1	15
CC(Nc1nc(-c2ccncc2)nc2ccccc12)c1ccccc1 (stereo not drawn)	19
Cc1ccc(C(=O)N2CCCC(CCC(=O)N3CCN(c4ccccn4)CC3)C2)cn1 (stereo not drawn)	1
Cc1ccc(C(O)c2nccn2C)o1 (stereo not drawn)	5
CCCCn1c(=O)n(C)c(=O)c2c(C(F)(F)F)cc(-c3ccncc3)nc21	6
CC(=O)Nc1ccc(C=NNc2ccc([N+](=O)[O-])cn2)cc1	-48
C[n+]1cccc2cccc([O-])c21	-5
Cc1cc(C)c(S(=O)(=O)N2CCCCC2CCNC(=O)C(=O)NC2CC2)c(C)c1 (stereo not drawn)	14
NC(CO)C12CC3CC(CC(C3)C1)C2 (stereo not drawn)	7
Cn1c(=NC(=O)C(C)(C)C)sc2cccc(F)c21	2
COc1ccc(C2C3=C(CC(C)(C)CC3=O)N(C)C3=C2C(=O)CC(C)(C)C3)cc1	-18
COc1ccc(COC(=O)C2CCN(S(=O)(=O)c3ccc(Cl)cc3)CC2)cc1	-13
CC(=O)N1CCc2cc(S(=O)(=O)N3CCCCCC3)ccc21	8
O=C(CCSCCC(=O)NN=Cc1cccc(Cl)c1)NN=Cc1cccc(Cl)c1	19
Cc1cccc(CCNC(=O)c2cc(S(=O)(=O)N3CCCC3)cn2C)c1	11
Cc1ccc(S(=O)(=O)NC(=O)N(CCC#N)Cc2ccccc2)cc1	5
O=C(NNC(=O)C1CC(=O)N(c2ccc3c(c2)OCCO3)C1)c1ccc(F)cc1 (stereo not drawn)	-1
CC1CCCN(C(=O)COC(=O)Cc2c[nH]c3ccccc23)C1 (stereo not drawn)	-27
O=S(=O)(NC1=NCCC1)c1cccc(NC(=S)Nc2ccc(OC(F)F)cc2)c1	-14
N#Cc1nc(-c2ccc(OCc3ccccc3)cc2)oc1NCCCn1ccnc1	-4
Cn1c(=O)c2[nH]c(CCCCCCCCc3nc4ccccc4[nH]3)nc2n(C)c1=O	25
Cc1ccc(C(=O)N/N=C\c2ccc(-c3ccc(Cl)cc3)o2)cn1	7
CCCC(=O)Nc1ccc2c(c1)OC[C@H](C)N(CC1CCOCC1)C[C@@H](C)[C@@H](OC)CN(C)C2=O	-11[25 µM]
CO[C@@H]1CN(C)C(=O)c2cc(NC(C)=O)ccc2OC[C@@H](C)N(C(=O)CN(C)C)C[C@H]1C	-15
COc1ccc(NC(=O)CN(C)CC(=O)Nc2ccc(C)c(S(=O)(=O)N3CCCCC3)c2)cc1	4
C[C@H](NC(=O)[C@H]1[C@H](CO)[C@H]2Cn3c(ccc(C4=CCCC4)c3=O)[C@@H]1N2C(=O)C1CC1)c1ccccc1	0[25 µM]
CN(C)CC(=O)Nc1ccc2c(c1)[C@@H]1C[C@H](CC(=O)NCc3cccc(F)c3)O[C@H](CO)[C@@H]1O2	-19[25 µM]
CC(C)C(=O)Nc1ccc(Br)cc1Cl	6
N#C[C@@H]1[C@H](c2ccccc2/C=C/c2ccccc2)[C@H](CO)N1S(=O)(=O)c1ccc(F)cc1	3[25 µM]
CS(=O)(=O)N(CC(=O)Nc1ccccc1Cl)c1ccc(Cl)cc1	-16
O=C(CCc1ccc(S(=O)(=O)N2CCOCC2)cc1)Nc1ccc2ccccc2c1	8
Cc1ccc(Nc2nc(/N=C/N(C)C)n[nH]2)cc1C	-98
CN(C)C(=O)c1ccc(-c2ccc(C3[C@H]4CNC[C@@H]3N4C(=O)Nc3cccc(Cl)c3)cc2)cc1 (stereo partly drawn)	-25
CCOc1ccc(N2CC(C(=O)Nc3cccc(S(=O)(=O)N4CCOCC4)c3)CC2=O)cc1 (stereo not drawn)	4
O=S(=O)(Nc1nc2ccccc2nc1Cl)c1ccc2ccccc2c1	-6
Cn1nc(C(=O)NNC(=O)CCc2ccccc2Cl)c2ccccc2c1=O	-2
CCCNS(=O)(=O)c1ccc2c(c1)CCCN2C(C)=O	-53
O=C(NC[C@@H]1[C@@H](c2ccccc2)[C@@H](CO)N1C(=O)C1CCC1)NC1CCCC1	0[25 µM]
Cc1ccc(N2CC(C(=O)NC3CC3)CC2=O)cc1 (stereo not drawn)	11
CN(C)c1ncnc2[nH]ncc12	-5
Cc1cc(C(=O)N2CCN(c3ncccn3)CC2)nn1C	4
CCCN(C)C[C@H]1Oc2cc(/C=C/c3ccccc3)ccc2S(=O)(=O)N([C@@H](C)CO)C[C@H]1C	-19[25 µM]
CSc1nnc(-c2ccco2)n1-c1ccccc1	5
COc1ccc(C(=O)Nc2ccc(C(=O)OCC(=O)c3ccccc3)cc2)cc1	3
C[C@H](CO)N1C[C@H](C)[C@@H](CN(C)C(=O)[C@@H]2CCCN2C)OCc2ccccc2-c2ccccc2C1=O	-16[25 µM]
O=C(NCC[C@H]1CC[C@H](NC(=O)C2CCCC2)[C@H](CO)O1)c1cnccn1	3
CC(=O)C1=C(O)CC(c2ccccc2)CC1=NCCc1ccccc1 (stereo not drawn)	8
N#C[C@@H]1[C@H](c2ccccc2)[C@@H](CO)N1C(=O)CCN1CCCCC1	-1[25 µM]
Cc1nc2cc(NC(=O)CS(=O)(=O)c3ccccc3)ccc2s1	-36
CCOC(=O)c1ccc(NC(=O)N2CCN(c3cccc(OC)c3)CC2)cc1	-3
O=C(C[C@@H]1C[C@@H]2c3cc(NC(=O)c4cccnc4)ccc3O[C@@H]2[C@@H](CO)O1)NCc1cc(F)ccc1F	-10[25 µM]

Exported comma-delimited: entries from further up.
smiles,BL2 CD40 inh
Cc1ccc(N2CC(C(=O)NC3CC3)CC2=O)cc1 (stereo not drawn),11
CN(C)c1ncnc2[nH]ncc12,-5
Cc1cc(C(=O)N2CCN(c3ncccn3)CC2)nn1C,4
CCCN(C)C[C@H]1Oc2cc(/C=C/c3ccccc3)ccc2S(=O)(=O)N([C@@H](C)CO)C[C@H]1C,-19[25 µM]
CSc1nnc(-c2ccco2)n1-c1ccccc1,5
COc1ccc(C(=O)Nc2ccc(C(=O)OCC(=O)c3ccccc3)cc2)cc1,3

Arranged by formula weight (falling): some entries from above
SMILES	BL2 CD40 inh
CCCN(C)C[C@H]1Oc2cc(/C=C/c3ccccc3)ccc2S(=O)(=O)N([C@@H](C)CO)C[C@H]1C	-19[25 µM]
CCOC(=O)c1ccc(NC(=O)N2CCN(c3cccc(OC)c3)CC2)cc1	-3
O=C(NCC[C@H]1CC[C@H](NC(=O)C2CCCC2)[C@H](CO)O1)c1cnccn1	3
O=S(=O)(Nc1nc2ccccc2nc1Cl)c1ccc2ccccc2c1	-6
Cc1nc2cc(NC(=O)CS(=O)(=O)c3ccccc3)ccc2s1	-36
CC(=O)C1=C(O)CC(c2ccccc2)CC1=NCCc1ccccc1 (stereo not drawn)	8

Source: PubChem BioAssay

Only part of the results is shown; count on the stated rates, not on these rows.
